# Hsp70 displacement: Hsp70 inhibitors, probe displacement, primary screen, biochemical, fluorescence polarization (AID 583); Hsp70 fluorescence polarization probe displacement, mP; higher % means a stronger effect; displacement, % at 20 µM; hits with a dose series show IC50 in µM; hit rate 0.06% among 140,000; in the data active = displacement above about 50%;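 also: plate controls were vehicle for no effect and reference ligand for full effect; a part of the inactive calls stands beside numbers as strong as those of hits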
# MKP-3 inhibition: MKP-3 phosphatase inhibitors, primary screen, biochemical, rat enzyme, in vitro (AID 425) | recombinant MKP-3 phosphatase activity, fluorescence; higher % means a stronger effect | hit rate 0.17% among 110,000 | inhibition, % at 20 µM; hits with a dose series show IC50 in µM; in the data active = inhibition above about 50%;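 also: plate controls were vehicle for no effect and reference inhibitor for full effect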
# Starred values were filed as active, the others as inactive; / = no result given; & = joins results of further samples. These rows are one share of the data. The share of hits here may be higher or lower than overall.
Hsp70 displacement | MKP-3 inhibition | SMILES
-1.5% | -9% | Cc1ccc(-n2c3c(cc(C(=O)NCc4ccco4)c2=O)C(=O)CC(C)(C)C3)cc1
-2.6% | / | CC1(C)CC2CC(C)(CN2C(=O)COc2cccc3ccccc23)C1 (centres undefined)
-7.1% | -11% | Cn1cccc1C(C(=O)NC1CCCCC1)N(C(=O)Cc1cccs1)c1ccc2c(c1)OCO2 (centres undefined)
3.1% | 7% | Cc1cc(NC(=O)c2cccnc2)ccc1NC(=O)c1ccco1
-1.4%&-3.9% | 2%&3% | COc1cc(-c2nnc(SCc3c(F)cccc3Cl)o2)cc(OC)c1OC
-1.0% | 3% | O=C(COc1ccccc1)Nc1ccc(Cl)c(-c2nc3ccccc3s2)c1
4.9% | -1% | CC1(C)CC(=O)C2=C(C1)NC1=C(C(=O)CC(C)(C)C1)C2c1ccccc1
2.9% | -1% | O=C(c1sccc1-n1cccc1)N1CCCC1
1.5% | -6% | COc1cccc(NC2CC(=O)N(CCc3ccccc3)C2=O)c1 (centres undefined)
0.9% | / | CSc1ccccc1C(=O)NCCSc1ccccc1
4.0% | 3% | c1ccc(C(c2nnnn2C2CCCCC2)N2CCc3ccccc3C2)nc1 (centres undefined)
1.1% | 4% | CCOc1ccc(NC(=O)c2cc(Br)ccc2Cl)cc1
3.3% | -1% | O=C(N/N=C/c1c(F)cccc1Cl)c1ccccc1I
-0.7% | 2% | CC(=O)NC1=NC(=O)/C(=C\c2ccc(-c3cccc([N+](=O)[O-])c3)o2)S1
-4.5% | / | Cc1ccc(C(=O)Nc2cnc3ccccn3c2=O)cc1
3.6% | 11% | CCCc1nnc(SCc2ccc(OCC)cc2)n1N
3.4% | / | COc1ccc(N2C(=O)CCC(C(=O)NCc3cccnc3)C2c2ccc(OC)c(OC)c2)cc1 (centres undefined)
3.3% | -1% | O=C(CCCCn1c(=O)c2ccccc2n(Cc2ccc(F)cc2)c1=O)NCc1ccco1
0.4% | -4% | O=C(Nc1ccc(-c2noc(CCc3ccccc3)n2)cc1)c1cccnc1
-2.1% | -5% | CN(c1cccc(NC(=O)Nc2cccc(Cl)c2)c1)S(C)(=O)=O
-1.0% | -2% | CCOc1ccccc1N1C(=O)CC(Nc2ccc(N3CCOCC3)cc2)C1=O (centres undefined)
3.3% | -11% | S=c1nc(-c2cccc(Br)c2)[nH][nH]1
3.6% | 18% | Cc1cc2c3c(c1)C1C=CCC1C(c1cccc([N+](=O)[O-])c1)N3CC1CC=CC21 (centres undefined)
4.8% | 2% | Cc1cc(/C=C2\C(=O)NC(=O)N(c3ccc(Br)cc3)C2=O)c(C)n1-c1cccnc1
-6.3% | 0% | COc1ccccc1N1C(=O)CC(N2CCN(C(c3ccccc3)c3ccccc3)CC2)C1=O (centres undefined)
-3.4% | -2% | CCNC(=O)COc1ccc2ccccc2c1
4.2% | -3% | NC1=NC(=O)/C(=C\C=C\c2ccccc2)S1
-1.0% | / | O=C(c1ccco1)N1CCN(C(=O)c2ccc(COc3ccc4c(c3)CCC4)o2)CC1
-0.5% | -4% | COC(=O)c1ccccc1NC(=O)CN1CCN(C(=O)c2ccco2)CC1
-5.1% | / | c1ccc(SSc2ccccc2)cc1
2.1% | 2% | CCOC(=O)c1oc2cccc(OC(C)=O)c2c1C
-2.4% | 5% | COc1cc(OC)cc(C(=O)Nc2cccc(-c3nc4cc(C)cc(C)c4o3)c2C)c1
0.7% | / | COc1ccc(S(=O)(=O)N2CCN(C(=O)c3ccco3)CC2)cc1OC
0.8% | 2% | CCOc1ccc(N(CC(=O)NCCSc2ccccc2)S(C)(=O)=O)cc1
-1.0% | 2% | O=C(CC1Oc2ccc(Cl)cc2NC1=O)NC1CCCCCC1 (centres undefined)
-5.8% | -4% | COc1ccc(-c2nnc3ccc(SCC(=O)N4CCN(c5ccccc5)CC4)nn23)cc1
8.0% | / | COc1ccc(NC(=O)c2cccnc2Cl)c(S(=O)(=O)N2CCOCC2)c1
-7.0% | -8% | Cc1ccc(S(=O)(=O)N2CCN(C)CC2)cc1-c1nnc2c3ccccc3c(C)nn12
-0.9% | -4% | CC1=NN(C(=O)c2cccc(Cl)c2)C(O)(c2ccc(Cl)cc2)C1 (centres undefined)
0.3% | / | CC1(C)N(OCc2ccccc2)C(=O)C(=O)N(OCc2ccccc2)C1(C)C
-0.4% | 0% | COc1ccc(CCNC(=O)COc2ccccc2OC)cc1OC
21% | / | CC1CCCN(c2nc3ccccc3nc2C(C#N)S(=O)(=O)c2cccs2)C1 (centres undefined)
-0.4% | -2% | CC(=O)Cc1nsc(NC(=O)c2ccccc2)n1
/ | 0% | CCCCCOC(=O)c1[nH]c2c(c1C)C(=O)C(C(=O)OC)C(C)C2 (centres undefined)
0.8% | 0% | O=C(Nc1c[nH]c(=O)[nH]c1=O)c1cccc([N+](=O)[O-])c1
0.0% | -1% | Cc1ccn2c(-c3csc(NCc4ccco4)n3)c(C)nc2c1
26% | / | c1ccc(-c2cn3nc4c(nc3n2)CCCC4)cc1
-0.4% | / | CCc1nnc(NC(=O)CSc2nnc(-c3ccccc3O)n2CC)s1

# Another view of 14 compounds above.
Compound	Hsp70 displacement	MKP-3 inhibition
CC1(C)CC2CC(C)(CN2C(=O)COc2cccc3ccccc23)C1 (centres undefined)	-2.6%	/
Cn1cccc1C(C(=O)NC1CCCCC1)N(C(=O)Cc1cccs1)c1ccc2c(c1)OCO2 (centres undefined)	-7.1%	-11%
Cc1cc(NC(=O)c2cccnc2)ccc1NC(=O)c1ccco1	3.1%	7%
COc1cc(-c2nnc(SCc3c(F)cccc3Cl)o2)cc(OC)c1OC	-1.4%&-3.9%	2%&3%
O=C(COc1ccccc1)Nc1ccc(Cl)c(-c2nc3ccccc3s2)c1	-1.0%	3%
CC1(C)CC(=O)C2=C(C1)NC1=C(C(=O)CC(C)(C)C1)C2c1ccccc1	4.9%	-1%
O=C(c1sccc1-n1cccc1)N1CCCC1	2.9%	-1%
COc1cccc(NC2CC(=O)N(CCc3ccccc3)C2=O)c1 (centres undefined)	1.5%	-6%
CSc1ccccc1C(=O)NCCSc1ccccc1	0.9%	/
c1ccc(C(c2nnnn2C2CCCCC2)N2CCc3ccccc3C2)nc1 (centres undefined)	4.0%	3%
CCOc1ccc(NC(=O)c2cc(Br)ccc2Cl)cc1	1.1%	4%
O=C(N/N=C/c1c(F)cccc1Cl)c1ccccc1I	3.3%	-1%
CC(=O)NC1=NC(=O)/C(=C\c2ccc(-c3cccc([N+](=O)[O-])c3)o2)S1	-0.7%	2%
Cc1ccc(C(=O)Nc2cnc3ccccn3c2=O)cc1	-4.5%	/

# Next section:
Hsp70 displacement | MKP-3 inhibition | SMILES
11% | / | O=C(c1cc(-c2cccs2)nc2ccccc12)N1CCN(S(=O)(=O)c2cccc(F)c2)CC1
4.9% | 3% | COc1ccc(S(=O)(=O)N2CCCC2C(=O)Nc2nnc(-c3cccnc3)s2)cc1 (centres undefined)
2.3% | / | CCC(CC)C(=O)NCCc1ccc(OC)cc1
-0.4% | -7% | CN=C1c2ccccc2CN1c1cccc(C(=O)OC)c1
-1.3% | -4% | CCc1ccc(NC(=O)CSc2nnc(-c3ccco3)n2-c2ccccc2)cc1
-2.6% | -4% | Cc1ccnc(SCCn2c(N3CCCCC3)nc3c2c(=O)[nH]c(=O)n3C)n1
-7.7% | 3% | COc1ccc(-c2csc(NC(=O)c3ccc(S(=O)(=O)N4CCCC4)cc3)n2)cc1C
4.6% | -8% | CCCCOCCCNC(=O)c1ccc(NC(C)=O)cc1
-3.4% | -4% | CCc1nnc(NC(=O)CCC(=O)N2CCN(Cc3cc(F)ccc3OC)CC2)s1
7.8% | -4% | CSc1nc(-c2ccco2)nn1C(=O)c1ccco1
0.1% | 0% | COc1ccc(CCNC(=O)C(=O)Nc2ccc3c(c2)OCCO3)cc1OC
-1.0% | 7% | CCOC(=O)N1CCC(NC(=O)COc2cc(=O)n(C)c3ccccc23)CC1
0.4% | 1% | CC(=O)c1c(C)nn2c3ccccc3n(C)c12
1.9% | -1% | CSc1nc(C)cc(OCC(=O)N2CCOCC2)n1
-0.4% | 0% | N#Cc1c(N)nc2c(c1-c1ccc(Br)s1)CCCCCC2
/ | -3% | O=C(Nc1ccc(Cl)c(Cl)c1)C1CC(=O)N(c2cccc([N+](=O)[O-])c2)C1 (centres undefined)
7.3% | -7% | O=C(CCN1CCCCCC1)Nc1ccc(F)c(F)c1
5.6% | -5% | CC1CCN(c2nnc(N3CCC(C)CC3)c3ccccc23)CC1
-3.8% | 2% | COc1ccccc1NC(=O)c1ccc(CN(c2ccccc2)S(C)(=O)=O)cc1
/ | -5% | CC1CCCC(N2CCN(C(=O)c3ccc(F)cc3)CC2)C1 (centres undefined)
2.1% | -1% | COc1ccc(CCNC(=O)C(=O)Nc2ccc(OC)c(Cl)c2)cc1
-1.7% | / | CC(=O)Nc1nc(COc2ccc3ccccc3c2)cs1
-4.0% | 7% | COc1ccccc1-c1c(NC(=O)c2ccco2)n(-c2ccccc2)nc(C)c1=O
2.6% | -4% | CC(C)c1ccc(C(=O)Nc2ccc(Cl)cn2)cc1
-3.2% | 2% | C=CCN1C(=O)C(Cc2ccc(OCC)cc2)SC1=Nc1ccc(C(=O)O)cc1 (centres undefined)
-0.7% | / | CC(C)(C)c1ccc(C(=O)N2CCNCC2)cc1
7.8% | -8% | COc1ccccc1N1CCN(C(c2cc3cc(C)ccc3[nH]c2=O)c2nnnn2C2CCCC2)CC1 (centres undefined)
1.6% | / | COc1ccc(NC(=O)CSc2nc(O)cc(=O)n2C)cc1
2.0% | / | CCN(CC)S(=O)(=O)c1cccc(C(=O)N[C@H](C(=O)OCC(N)=O)C(C)C)c1
-7.1%&8.3% | 2% | Cc1ccc(N=CC2=C(O)CC(C)(C)CC2=O)nc1
0.2% | / | CC1(C)CC2CC(C)(CN2C(=O)Cc2ccccc2)C1 (centres undefined)
6.0% | -4% | CCOC(=O)CC(=O)c1cc(OC)c(OC)c(OC)c1
-1.5% | / | CC(C)(CO)Nc1nc(N2CCCC2)nc(N2CCCC2)n1
1.2% | 7% | COc1ccc(NC(=O)c2cc(OC)c(OC)c(OC)c2)cc1OC
0.9% | 4% | N#Cc1c(-c2ccc(O)cc2)c(C#N)c2nc3ccccc3n2c1N
1.7% | 4% | COC(=O)C1C(=O)c2c([nH]c(C(=O)OC3CCCCCC3)c2C)CC1C (centres undefined)
-1.1% | 2% | C/C(=N\Nc1cc(-n2nc(C)cc2C)nc(C)n1)c1ccc(C)cc1
2.3% | -5% | CCOc1ccc(-n2c(SCC(=O)Nc3ccc(OC)cc3)nc3c(c2=O)SCC3)cc1
-2.4% | 2% | CC(C(=O)NN)C1=NC(C)(C)Cc2ccccc21 (centres undefined)
-0.3% | -5% | CC(C)C(NC(=O)c1ccc(S(=O)(=O)N2CCOCC2)cc1)c1nc2ccccc2[nH]1 (centres undefined)
2.7% | / | N#CC1=C(N)Oc2cc(N)ccc2C1c1ccc(F)cc1 (centres undefined)
0.3% | -4% | CCC(C)C(NC(=O)c1ccc(Cl)cc1)C(=O)O (centres undefined)
-0.5% | -9% | O=C(NCc1ccc(F)cc1)C1CCC(=O)N1C1CCCCC1 (centres undefined)
1.8% | -5% | COc1ccc(C2CC(c3ccc(OC)cc3)n3nc(N)nc3N2)cc1 (centres undefined)
2.5% | 20% | CCOc1ccc(N(CC(N)=O)S(=O)(=O)c2ccc(SC)cc2)cc1
-1.0% | -4% | CCOC(=O)c1ccc(Nc2nnc3nc(C)cc(C)n23)cc1
2.8% | -7% | CC(=O)Nc1ccccc1NC(=O)CC(C)(C)C
1.8% | 1% | CCCN1Cc2cccc(C(=O)NCc3ccc4c(c3)OCO4)c2C1=O
4.0% | -12% | CCN(CC)C(=O)c1ccc(NS(=O)(=O)c2ccccc2)cc1
0.6% | 0% | CCc1ccccc1NC(=O)c1c(NC(=O)C(C)(C)C)sc2c1CCC2
0.0% | -14% | O=C(c1ccc(Cl)cc1)N(Cc1cccs1)C1CCS(=O)(=O)C1 (centres undefined)
2.8% | / | O=C(O)CCc1nn2cnc3sc4c(c3c2nc1=O)CCCC4
-1.6% | 1% | COc1ccc(Br)cc1CN1CCN(C2CCCC2)CC1
-11% | / | Cc1csc(Nc2ccccc2C(F)(F)F)n1
2.5% | -8% | O=C(Cn1nnc(-c2ccccc2)n1)OCc1csc(-c2ccccc2)n1
2.7% | 0% | CCCCN(CC)S(=O)(=O)c1ccc2c(c1)CCCN2C(C)=O
5.8% | 6% | O=C(CN(C(=O)C1CSC(=O)C1)c1ccccc1F)NCc1ccc2c(c1)OCO2 (centres undefined)
2.8% | 2% | O=C(CCCC1=NS(=O)(=O)c2ccccc2N1)N1CCN(c2ccccc2)CC1
2.1% | / | O=C(COc1ccc(S(=O)(=O)NC2CCCCC2)cc1Cl)N1CCN(c2ccccc2)CC1
-3.3% | -9% | Cc1cc2cc(CN(Cc3ccco3)C(=O)NCc3ccccc3)c(=O)[nH]c2cc1C

# Continued.
Hsp70 displacement | MKP-3 inhibition | SMILES
-5.5% | / | COCCNC(=O)Nc1ccc2nc(-c3cccs3)c(-c3cccs3)nc2c1
6.1% | -5% | CC(=O)C1=C(O)C(=O)N(c2ccc(C(=O)O)cc2)C1c1ccccc1 (centres undefined)
2.0% | 3% | C/C=C/c1ccccc1OCc1ccc(C(=O)O)o1
-2.6% | 2% | Cc1ccnc(NC(=O)c2sc3ccccc3c2Cl)c1
-4.9% | 3% | Cc1ccc(OCCCCN2CCC(C)CC2)c(C)c1
-2.2% | -3% | Cc1ccc(-c2nnn(CC(=O)N(c3ccc(F)cc3)C(C(=O)NC3CCCC3)c3ccco3)n2)o1 (centres undefined)
-1.5% | -8% | CC(Oc1ccc(Cl)cc1Cl)C(=O)NCCCn1ccnc1 (centres undefined)

# High-throughput results from PubChem.
